LMPTP inh: LMPTP (human) inhibition; P24666; recombinant LMPTP-A, OMFP fluorogenic substrate, fluorescence intensity; inhibition, % at 20 µM; hit rate 0.22% among 360,000; AID 651560;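 active = compounds that cut the enzyme signal by at least half of the control window in the single-dose screen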;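 also: plate controls were DMSO wells with enzyme plus substrate for no effect and substrate without enzyme for full effect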
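Assay system: LMPTP-A phosphatase enzyme | Input: 0.625 nM enzyme | Also added: Fluorogenic phosphatase substrate OMFP at 400 µM final | Compound dosing: One test concentration per compound, 20 µM, with 3% DMSO overall | Schedule: 50 min enzyme reaction at room temperature, protected from light | Signal: Fluorescence intensity | Benchmarks: no-enzyme and uninhibited controls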
Scp-1 inhibitor: blocks human Scp-1 phosphatase activity; Q9GZU7; Recombinant Scp1, phosphopeptide, malachite green phosphate absorbance; inhibition, % at 20 µM; hit rate 0.88% among 340,000; AID 493091;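 active = inhibition above about 50% at 20 µM, limit read from the data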;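 also: plate controls were DMSO wells with enzyme for no effect and wells lacking enzyme for full effect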
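Incubation: 45 min enzyme reaction at room temperature / System: truncated SCP-1 phosphatase (76-261aa) / Reagent: Phospho 17-mer peptide substrate / Buffer or medium: Acidic Tris acetate buffer with magnesium and detergent / Signal: absorbance at 630 nm / Doses: one concentration, 20 µM, with 1.0% DMSO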
MsrA inhibitor: inhibits bovine methionine sulfoxide reductase A. inhibition, % at 15.5 µM. AID 651718. purified bovine MsrA, absorbance read-out. hit rate 0.75% among 360,000; in the data active = inhibition above about 4.5%;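 also: 0% = vehicle wells with enzyme and 100% = reference inhibitor wells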
DNMT1 inh: DNMT1 (human) enzyme inhibition; P26358; DNMT1 molecular beacon, Hinp1I cleavage, fluorescence; inhibition (reported as % activation of signal), % at 10 µM; hit rate 0.83% among 360,000; in the data active = inhibition above about 50%
NadD block: blocks S. aureus nicotinate mononucleotide adenylyltransferase; inhibition, % at 20 µM; hit rate 0.78% among 360,000; purified NadD enzyme, colorimetric absorbance read-out; in the data active = inhibition above about 26%; also: some compounds past the cut are filed as inactive
SUMO1 PPI mod: modulators of human SUMO1-mediated protein-protein interactions. SUMO1 binding to a labelled peptide, TR-FRET, 1 h. hit rate 0.33% among 360,000. inhibition, % at 20 µM. P63165; in the data active = inhibition above about 37%
Target sequence (P63165 whole entry, looked up): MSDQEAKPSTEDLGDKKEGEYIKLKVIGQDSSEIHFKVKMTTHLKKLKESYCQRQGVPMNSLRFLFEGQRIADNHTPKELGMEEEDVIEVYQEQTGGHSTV
Rpn11 inh: Rpn11 (human) deubiquitinase inhibition; human 26S proteasome, Ub4-pepOG fluorescence polarization; 20S core pre-blocked with epoxomicin; calls only at 20 µM; O00487; hit rate 0.59% among 360,000;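 active = inhibition at 20 µM, scaled to each plate's controls, above about 33%, limit read from the data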
CSN deneddyl inh: inhibitors of human CSN-mediated cullin deneddylation | Purified CSN, SCF-Nedd8-OG deneddylation, fluorescence polarization | inhibition, % at 12.5 µM | hit rate 0.38% among 360,000;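 active = pattern-corrected inhibition above about 35%, with an unprinted fluorescence ratio check between 0.5 and 1.5, limit read from the data, passing the limit was not always enough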;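 also: 0% = enzyme with substrate and 100% = substrate without enzyme; some results filed as inactive read as strong as hits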
Target sequence (Q92905 whole entry, looked up, one chain of several): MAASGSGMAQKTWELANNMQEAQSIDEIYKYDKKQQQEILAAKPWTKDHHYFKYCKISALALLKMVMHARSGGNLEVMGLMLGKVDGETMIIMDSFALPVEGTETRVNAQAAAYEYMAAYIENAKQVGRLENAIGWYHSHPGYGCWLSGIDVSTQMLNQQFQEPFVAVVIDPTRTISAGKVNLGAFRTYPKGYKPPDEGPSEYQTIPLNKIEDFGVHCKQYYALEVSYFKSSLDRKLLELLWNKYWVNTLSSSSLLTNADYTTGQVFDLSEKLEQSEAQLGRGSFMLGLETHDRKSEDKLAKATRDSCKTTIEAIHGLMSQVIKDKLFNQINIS
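Assay system: purified human Csn5 enzyme expressed in HEK293T cells; measure: % inhibition; also added: SCFSkp2-Nedd8OG substrate at 10 nM final; technique: fluorescence polarization; times: reaction 90 min, room temperature; medium: Tris buffer pH 7.5, NaCl, DTT, Tween-20, trehalose, ovalbumin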
STEP inh: inhibitors of human striatal-enriched phosphatase STEP | AID 588621 | recombinant STEP, OMFP fluorogenic substrate, fluorescence | P54829 | hit rate 0.25% among 360,000 | inhibition, % at 20 µM;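 active = inhibition at 20 µM, scaled per plate between control wells, above about 37%, limit read from the data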;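 also: 0% = DMSO with enzyme and substrate and 100% = substrate only without enzyme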
Target sequence (P54829 whole entry, looked up): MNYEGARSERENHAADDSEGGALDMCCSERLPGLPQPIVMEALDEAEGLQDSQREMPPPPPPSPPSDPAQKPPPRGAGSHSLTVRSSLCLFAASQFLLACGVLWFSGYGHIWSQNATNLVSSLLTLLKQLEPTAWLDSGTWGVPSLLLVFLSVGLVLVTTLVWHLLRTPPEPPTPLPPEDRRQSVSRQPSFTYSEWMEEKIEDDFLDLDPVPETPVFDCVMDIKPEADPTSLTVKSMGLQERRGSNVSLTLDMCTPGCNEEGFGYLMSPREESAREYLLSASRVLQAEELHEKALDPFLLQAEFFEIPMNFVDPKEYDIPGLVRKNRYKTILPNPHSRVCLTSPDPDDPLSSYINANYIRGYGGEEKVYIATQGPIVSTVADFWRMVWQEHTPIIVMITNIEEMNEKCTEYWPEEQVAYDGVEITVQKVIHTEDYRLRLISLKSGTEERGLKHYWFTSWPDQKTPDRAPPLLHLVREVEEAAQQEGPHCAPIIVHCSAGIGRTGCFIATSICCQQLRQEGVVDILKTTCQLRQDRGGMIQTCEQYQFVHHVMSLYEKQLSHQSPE
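Assay system: isolated STEP enzyme. Buffer or medium: pH 6.0 Bis-Tris with DTT and Tween 20. Also added: fluorogenic phosphatase substrate OMFP at 25 µM final. Dosing: 20 µM, 1% DMSO. Timing: 20 min reaction, room temperature, in the dark. Measured by: fluorescence intensity, excitation 480 nm, emission 540 nm. Evaluation: normalized % inhibition.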
Tb MetRS inh: blocks T. brucei methionyl-tRNA synthetase activity. purified T. brucei MetRS, ATP depletion, Kinase-Glo luminescence. inhibition, % at 11.9 µM. hit rate 0.4% among 360,000. AID 624268;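 active = inhibition above a per-plate cutoff of the control wells' mean inhibition plus 3 SD, cut at about 5.5% in these data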;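 also: 0% = DMSO wells median and 100% = median of wells with control inhibitor compound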
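Material: T. brucei methionyl-tRNA synthetase, purified; reagent: substrates ATP, L-methionine and bulk Escherichia coli tRNA; dosing: 11.9 µM single point; timing: 15 min plus 2 h at 25 °C; detection: luminescence of leftover ATP; evaluation: % inhibition; control set: DMSO-only wells as low control; replicates: singlicate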
Starred values were filed as active, the others as inactive; i = inactive; . = no result given; + = active, no number.

SMILES	LMPTP inh	Scp-1 inhibitor	MsrA inhibitor	DNMT1 inh	NadD block	SUMO1 PPI mod	Rpn11 inh	CSN deneddyl inh	STEP inh	Tb MetRS inh
Cc1ccc(S(=O)(=O)N(C)CC(=O)NC2CC(C)(C)NC(C)(C)C2)cc1	-0.6	1.9	0.8	1.5	-4.5	1.6	i	-0.8	6.4	-0.7
CCNc1ccc(S(=O)(=O)N(C)C)cc1NCC(=O)Nc1ccc(Br)cc1F	2.4	20.4	-0.4	-3.5	-3.8	0.3	i	0.1	1.3	4.2
O=C1CN(S(=O)(=O)c2ccc(Cl)cc2)c2ccccc2N1	-0.8	-5.0	-0.1	2.3	0.0	4.2	i	2.3	1.8	-1.6
CCOC(=O)CNC(=O)N1CCCC(C(=O)c2ccc3c(c2)OCO3)C1 (centres undefined)	-2.1	-9.2	0.4	1.9	0.9	0.2	i	-6.0	-6.3	-0.1
CC(O)CNc1ncnc2cc(-c3ccc(F)cc3)sc12 (centres undefined)	0.0	-10.1	1.5	-4.0	-6.5	-7.8	i	1.1	-0.5	-0.9
C=COCCNC(=S)N1CCOCCOCCN(C(=S)NCCOC=C)CCOCC1	-0.4	-0.7	0.1	0.6	-8.7	2.1	i	1.4	-1.0	-1.1
C/C(Cc1ccccc1)=N\NC(=O)CNC(=O)c1cccc(Cl)c1	-1.3	4.0	2.0	0.8	-7.8	3.2	i	-3.8	5.1	-1.1
Cn1ccc2c(-c3ccc(C(F)(F)F)cc3)cc3c(c21)C1CCC3O1 (centres undefined)	3.0	.	0.8	1.9	-4.8	2.5	i	-2.8	7.4	0.0
O=c1c2ccccc2oc2nc(-c3ccco3)n(-c3ccccc3)c(=O)c12	-1.0	2.6	4.3	3.4	-2.1	-8.2	i	-2.1	1.3	-1.1
O=C(NCC1CCN(C(=O)c2cccc([N+](=O)[O-])c2)CC1)c1cccc([N+](=O)[O-])c1	0.1	-4.9	-1.2	0.6	0.3	-23.3	i	8.7	1.8	0.1
CCN1C(=O)c2ccccc2S(=O)(=O)c2ccc(C(=O)NCCOC)cc21	-1.2	-9.1	-0.2	-3.2	-5.0	3.4	i	-1.7	0.8	-0.5
CCC(CC)NC(=O)COC(=O)c1ccc(NS(=O)(=O)c2ccc3c(c2)OCCO3)cc1	0.6	-17.8	0.6	-5.3	0.3	2.3	i	4.1	-2.7	0.0
Cc1ccc2nc(SCC(=O)NCc3ccc(F)cc3)[nH]c2c1	-0.1	-0.9	0.7	-0.1	0.4	1.2	i	-0.4	0.2	18.1*
CCCC(C)C(=O)Nc1ccc2c(c1)OCCO2 (centres undefined)	-0.4	-5.9	0.4	-1.8	2.9	0.9	i	3.0	-2.5	-0.9
COCCNC(=S)N1CCN(c2cccc(C)c2C)CC1	-0.1	-6.9	-0.3	-1.8	-2.6	6.0	i	-7.0	0.0	0.0
CCCn1nc(C(=O)OCC(=O)c2ccccc2)c2ccccc2c1=O	-0.9	-10.6	0.3	-1.5	-4.6	-4.0	i	-3.4	-2.2	-0.7
COc1cccc(C(=O)Nc2sc3c(c2C(=O)O)CCCC3)c1	1.0	-24.9	-0.1	-0.1	-1.8	-0.5	i	1.2	-1.1	0.1
CC(=O)c1ccc(N(CC(=O)NC2CCCCC2)C(=O)CNC(=O)c2ccco2)cc1	1.0	1.4	0.5	-2.3	1.4	-0.5	i	3.4	0.3	-0.4
O=C(c1ccc(Br)o1)N1CC=C(c2ccccc2)CC1	-2.7	-2.7	0.3	2.1	-4.0	-4.1	i	-2.1	-1.0	-0.4
O=C(Nc1ccccc1N1CCOCC1)C1CCN(S(=O)(=O)c2cccc(C(F)(F)F)c2)CC1	-0.9	6.1	-0.8	4.8	2.2	0.4	i	-8.0	0.0	-1.0
COc1ccc(CN2CCC(n3nccc3NC(=O)CCOc3ccccc3)CC2)cc1C	-0.2	-2.4	-0.2	-2.1	-12.4	-4.0	i	0.7	-5.3	0.1
CCOC(=O)c1csc(NC(=O)CSc2nnnn2-c2ccc3c(c2)OCCO3)n1	-1.0	-8.2	-0.3	0.3	-0.8	8.5	i	-0.8	-1.0	-0.6
CC(C)N(C(=S)Nc1ccc(S(=O)(=O)N2CCOCC2)cc1)c1ccccc1	-1.0	-3.8	-0.2	3.6	-0.1	4.2	i	0.5	-2.6	0.1
O=C1CSC(c2ccccc2)N1c1ccc([N+](=O)[O-])cc1 (centres undefined)	1.4	-12.3	1.3	-4.4	-5.2	-21.4	i	-4.0	-2.7	0.0
Cc1ccccc1N1Cc2ccccc2C1	-2.3	-7.3	0.0	-1.3	4.3	-1.9	i	-14.2	-2.4	0.2
Cc1ccc2c(c1C)-c1c(ccc(C)c1C)C(=O)C2=O	7.6	-16.2	-0.2	95.3*	0.2	48.8*	i	16.5	4.6	0.4
Cc1cccn2c(=O)nc(SCC(=O)N3CCC(Cc4ccccc4)CC3)nc12	1.0	-0.1	1.3	-0.6	9.5	-1.2	i	5.3	3.9	-0.3
O=C(O)c1ccc(SCc2cnc(Cl)s2)cc1	-0.2	-7.8	-1.4	0.8	-2.5	0.8	i	4.2	3.6	-1.2
CS(=O)(=O)CCSc1ncccc1C(=O)NCc1cccs1	0.1	-14.9	-1.4	1.9	-0.2	1.8	i	1.4	-1.3	-0.1
Cc1csc(SCC(=O)Nc2cc(C(C)(C)C)nn2-c2ccccc2)n1	1.2	-0.7	0.0	2.4	-4.2	1.0	i	1.9	-3.3	-1.1
O=C(Cn1nnc(-c2ccccc2F)n1)NCc1ccco1	-1.6	0.1	1.3	3.8	4.9	1.9	i	-7.1	0.7	-0.1
Cc1ccc(S(=O)(=O)N2CCN(C(=O)[C@H](Cc3ccccc3)NC(=O)c3ccco3)CC2)cc1C	-0.3	0.4	-0.8	-2.6	-4.2	1.2	i	7.3	0.8	-0.2
Cc1cccc(NC(=O)C(=O)NCCCN2CCOCC2)c1	-4.5	-1.4	0.6	1.6	0.7	3.9	i	8.1	-3.5	-0.5
CCOC(=O)N1C(=O)NC(=O)C1c1ccc(Cl)cc1 (centres undefined)	-1.3	7.1	-0.5	1.0	0.3	-1.8	i	-3.6	-1.7	-0.5
Cc1cc(=O)oc2cc(O)c(N=Nc3ccccc3)cc12	8.3	22.1	1.4	4.8	0.2	-23.2	i	0.9	2.5	-0.2
CCOC(=O)c1c(C)[nH]c(C)c1S(=O)(=O)N1CCN(c2ccc([N+](=O)[O-])cc2)CC1	0.4	-2.3	0.7	-5.1	-0.4	-28.9	i	-0.2	-0.1	2.0
Cn1nc(C(C)(C)C)cc1C(=O)N1CCCC(c2cc(C(=O)Nc3ccccc3Cl)no2)C1 (centres undefined)	2.2	.	1.3	2.8	-1.0	4.7	i	3.4	-0.2	-0.3
O=C1C2C3C=CC(CC3)C2C(=O)N1c1ccccc1 (centres undefined)	-1.1	-3.5	1.6	0.2	-1.9	-0.6	i	0.9	-0.3	-0.7
COc1ccc(-n2ncc3c2CC(C)(C)CC3NC(=O)c2ccnn2C)cc1 (centres undefined)	0.7	-7.4	0.1	-2.5	0.3	0.2	i	1.6	-1.9	-0.2
COc1ccc(-c2nn(-c3ccccc3)cc2CNC[C@H]2O[C@@H](n3ccc(=O)[nH]c3=O)[C@H](O)[C@@H]2O)cc1	-1.4	.	-0.8	-6.0	-6.2	2.6	i	-2.1	-1.7	-0.6
CCN1CCc2c(sc(NC(=O)c3cc4ccccc4cc3OC)c2C(N)=O)C1	2.3	-1.8	0.0	-1.8	17.2	-23.0	+	37.9*	1.1	-0.5
CC1CCCC(NC(=O)Cn2cc(Br)ccc2=O)C1C (centres undefined)	-1.6	-10.4	1.8	4.8	-0.7	-2.8	i	3.2	-0.7	-0.3
Cc1nc2ccc(C(=O)N(C)CC3CCCN(CCc4ccc(Cl)cc4)C3)cc2[nH]1 (centres undefined)	-0.5	-5.7	-0.2	-3.0	-0.2	3.0	i	-7.3	-2.1	0.0
Cc1ccccc1CC1(CO)CCCN(C(=O)c2ccc(F)cc2)C1 (centres undefined)	-1.1	-14.6	-1.2	2.5	-4.1	-5.5	i	5.2	-2.5	0.6
CC(C)[C@H](NC(=O)[C@@H]1Cc2c([nH]c3ccccc23)C2c3ccccc3C(=O)N21)C(=O)NCC1CCCO1 (some centres undefined)	0.7	6.8	-0.4	0.3	0.5	-0.6	i	1.9	-0.9	-2.5
Cc1cccc(-c2n[nH]c(=S)n2/N=C/c2ccco2)c1	-0.9	-2.2	-0.2	1.8	6.9	-8.0	i	-5.0	1.0	-0.4
Cc1occc1C(=O)NCCCc1ccccc1	1.6	-3.4	-0.4	-0.3	-1.3	4.8	i	-2.5	-2.1	0.4
CCN(CC)P(=O)(Nc1ccc(Br)cc1)c1c(C)nn(CCC#N)c1NC(=O)c1ccc(Cl)cc1 (centres undefined)	-0.4	-10.1	-0.2	0.5	0.8	-0.6	i	-2.8	-1.3	0.3
Cn1c(=O)n(Cc2ccccc2)c(=O)c2c1nc1n2CCS1	0.5	-7.2	-0.3	0.3	-3.9	3.3	i	-2.5	-0.2	0.1

Complete entries as entered above. Screens in order: LMPTP inh, Scp-1 inhibitor, MsrA inhibitor, DNMT1 inh, NadD block, SUMO1 PPI mod, Rpn11 inh, CSN deneddyl inh, STEP inh, Tb MetRS inh
Cc1nc2ccc(C(=O)N(C)CC3CCCN(CCc4ccc(Cl)cc4)C3)cc2[nH]1 (centres undefined) across the screens: -0.5, -5.7, -0.2, -3.0, -0.2, 3.0, i, -7.3, -2.1, 0.0
Cc1occc1C(=O)NCCCc1ccccc1 across the screens: 1.6, -3.4, -0.4, -0.3, -1.3, 4.8, i, -2.5, -2.1, 0.4
CCN1CCc2c(sc(NC(=O)c3cc4ccccc4cc3OC)c2C(N)=O)C1 across the screens: 2.3, -1.8, 0.0, -1.8, 17.2, -23.0, +, 37.9*, 1.1, -0.5
CC(C)[C@H](NC(=O)[C@@H]1Cc2c([nH]c3ccccc23)C2c3ccccc3C(=O)N21)C(=O)NCC1CCCO1 (some centres undefined) across the screens: 0.7, 6.8, -0.4, 0.3, 0.5, -0.6, i, 1.9, -0.9, -2.5
Cc1cccc(-c2n[nH]c(=S)n2/N=C/c2ccco2)c1 across the screens: -0.9, -2.2, -0.2, 1.8, 6.9, -8.0, i, -5.0, 1.0, -0.4

Screens (PubChem)
